TDP1 inh = TDP1 (human) enzyme inhibition. Q9NUW8. recombinant TDP1, AlphaScreen DNA substrate cleavage. Potency, µM (highest dose often 130 µM), inactives show top-dose activity change, negative = inhibition, usual class: inhibitors. 0.28% of 350,000 active. AID 485290; note: nearly all actives have a fitted effect of over 40% in size
Target sequence (Q9NUW8 whole entry, looked up): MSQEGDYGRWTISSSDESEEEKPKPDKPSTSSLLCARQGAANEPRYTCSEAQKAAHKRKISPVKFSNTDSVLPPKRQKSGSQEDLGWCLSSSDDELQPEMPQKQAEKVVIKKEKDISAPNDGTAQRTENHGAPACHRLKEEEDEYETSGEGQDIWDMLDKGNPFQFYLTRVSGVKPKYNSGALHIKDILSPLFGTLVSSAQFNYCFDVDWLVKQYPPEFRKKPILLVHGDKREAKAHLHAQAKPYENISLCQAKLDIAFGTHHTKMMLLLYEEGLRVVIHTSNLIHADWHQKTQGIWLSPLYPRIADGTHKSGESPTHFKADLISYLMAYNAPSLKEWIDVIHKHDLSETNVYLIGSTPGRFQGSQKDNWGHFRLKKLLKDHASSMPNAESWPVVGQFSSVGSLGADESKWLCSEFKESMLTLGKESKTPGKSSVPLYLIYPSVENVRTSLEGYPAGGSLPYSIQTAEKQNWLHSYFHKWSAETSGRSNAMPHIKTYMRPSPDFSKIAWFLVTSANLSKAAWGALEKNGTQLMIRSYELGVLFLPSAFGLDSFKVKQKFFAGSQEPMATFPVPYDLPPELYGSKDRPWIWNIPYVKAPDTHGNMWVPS
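AlphaScreen read-out: signal falls as enzyme removes the 3' tyrosine-FITC from a 5'-biotinylated DNA oligo (15 nM, 5 min, RT). Enzyme was E. coli-made recombinant Tdp1 at 1 nM, exposed to compound for 15 min beforehand; beads 10 ug/ml, 10 min.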
FEN1 inh = blocks human flap endonuclease 1; P39748; Recombinant FEN1 flap cleavage, fluorescence, 15 min; Potency, µM (top dose mostly 114 µM), without a hit: top-dose activity change, negative = inhibition, usual class: inhibitors; 0.35% of 390,000 active; AID 588795; note: nearly all actives have a fitted effect of over 65% in size
Target sequence (P39748 whole entry, looked up): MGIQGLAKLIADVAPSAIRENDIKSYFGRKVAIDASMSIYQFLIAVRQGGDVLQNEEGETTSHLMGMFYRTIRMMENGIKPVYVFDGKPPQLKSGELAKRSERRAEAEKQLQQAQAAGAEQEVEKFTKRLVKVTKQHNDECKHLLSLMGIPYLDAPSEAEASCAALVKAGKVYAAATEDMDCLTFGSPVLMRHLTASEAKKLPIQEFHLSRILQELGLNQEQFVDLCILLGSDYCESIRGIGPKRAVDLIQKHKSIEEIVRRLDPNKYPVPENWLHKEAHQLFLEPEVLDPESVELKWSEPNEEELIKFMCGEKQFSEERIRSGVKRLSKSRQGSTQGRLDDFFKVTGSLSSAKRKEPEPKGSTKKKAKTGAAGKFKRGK
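Quantitative HTS format: each compound was titrated, incubated with 10 nM nuclease for 15 min at room temperature, then challenged with flap substrate at 50 nM final. Signal change over 15 min gave concentration–effect curves.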
N370S GC mod = N370S glucocerebrosidase modulation, Gaucher chaperone candidate. 0.092% of 330,000 active. N370S GC spleen homogenate, 4MU-glucoside fluorescence. AID 2101. Potency, µM (series often up to 59.4 µM), for the others: at the highest dose activity change, negative = inhibition, actives largely listed as inhibitors. P04062;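 note: 0% = full enzyme activity and -100% = no enzyme basal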
The depositor's hits bear a star; ? = inconclusive; · = not tested or not shown; [ ] = another dose, or the depositor's remark. Calls come from the whole dose curve; as a rule, active = well fitted curve in the direction sought with a large enough effect; inconclusive = small, poorly fitted or top-dose-only effect, or another doubt; inactive = no such curve, though single readings can be large; an effect the other way counts as inactive or inconclusive. Unless noted, % is set by controls: 0 for no effect and ±100 for the full control effect; potency is the fitted concentration of half-maximal effect. An unsorted share of the library. About 0.57% of those tested had a hit in this group.

TDP1 inh	SMILES	FEN1 inh	N370S GC mod
-2%	CCOC(=O)Cc1c(Sc2ccccc2)c2ccccc2n1C	-9%	3%
2%	CCCNC(=O)CN1C(=O)COc2ccc(S(=O)(=O)N3CC(C)CC(C)C3)cc21 (stereo not given)	-17%	13%
4%	C[C@@H](NC(=O)[C@@H]1Cc2ccccc2CN1)C(=O)Nc1ccc2c(c1)OCCO2	12%	-11%
-2%	C/C(CCc1ccc2c(c1)OCO2)=N\NC(=O)c1ccccc1Cl	0%	-7%
2%	Cc1ccc(CN(C)C(=O)COC(=O)CSc2ccc(C(N)=O)cc2[N+](=O)[O-])cc1	-12%	-25%
0%	Cn1nc(OCC(N)=O)ccc1=O	-5%	0%
·	O=C(Nc1cccc(Cl)c1N1CCOCC1)c1cccnc1Cl	3%	2%
9%	CC1=C(C(=O)Nc2ccccc2)C(c2ccc(F)cc2)n2nc(SCc3cc(C)ccc3C)nc2N1 (stereo not given)	-5%	·
3%	CC(NC(=S)Nc1ccc(OC(F)F)cc1OC(F)F)C(C)(C)C (stereo not given)	-12%	10%
1%	CCC(=O)Nc1ccc2nc(SCCOc3ccccc3)sc2c1	16%	·
7%	CCCOc1ccc(/C=C/C(=O)Nc2ccc([N+](=O)[O-])cc2)cc1	0%	2%
-2%	COC(=O)C1C(=O)CC(C)(O)C(C(=O)OC)C1/C=C/c1ccccc1 (stereo not given)	14%	-11%
1%[0.0935 µM]	COc1ccc(S(=O)(=O)NCC(=O)N(CC(=O)NCc2ccccc2)Cc2ccco2)cc1	-2%	-11%
0%	COc1ccc(C(CC(=O)O)NC(=O)COc2cc(C)ccc2C)cc1OC (stereo not given)	0%	7%
5%	CCN(N)C(=S)Nc1ccc(F)cc1	-5%	6%
0%	COc1ccc(C(=O)NCC(=O)N/N=C/c2ccc([N+](=O)[O-])o2)cc1OC	14%	-4%
·	O=C(Nc1ccc(F)cc1F)C1CCN(c2ncnc3c2sc2cccc(F)c23)CC1	-11%	-5%
8%	CCC(C)(C)C1CCC(=NNC(=S)Nc2cccnc2)CC1 (stereo not given)	3%	2%
-3%	Cc1cc(-c2ccccc2C(=O)NC2CCCCC2)on1	4%	-1%
10%	CCOc1ccc(/C=C2/SC(=O)NC2=S)cc1	?	-18%
3%	COc1cc(/C=C2\SC(c3ccc(C)cc3)=NC2=O)cc(OC)c1OC	-9%	-1%
-3%	CC1CCC(NC(=O)C2(C)Cc3ccccc3C(=O)N2Cc2ccccc2Cl)CC1 (stereo not given)	15%	·
0%	CN(C)c1cccc(C(=O)OCCCC(=O)c2ccc(F)cc2)c1	7%	·
4%	CC(=O)c1cccc(NC(=S)NC2CCCCCCC2)c1	-14%	12%
0%	O=C1CCSc2ccc(Cl)cc2N1Cc1ccc(Cl)cc1	-1%	2%
4%	COCCCNC(=O)C1=CCN(S(=O)(=O)c2ccc(C)cc2)CC1	3%	-4%
11%	Cc1ccc(C(=O)Nc2cccc(C(=O)N/N=C/c3ccc(F)cc3)c2)cc1	5%	-13%
4%	COc1ccc(/C=N/c2oc(-c3ccccc3)cc2C#N)cc1	-4%	2%
-3%	C=CCc1cc(OC)ccc1OCCOCCC(C(=O)OCC)C(=O)OCC	11%	-6%
·	COc1ccc(/C=N/NC2=NS(=O)(=O)c3ccccc32)cc1	-2%	-3%
2%	COc1ccc(CN2C3CCCC2CC(NC(=O)Nc2ccccc2)C3)cc1 (stereo not given)	-7%	-1%
-6%	C=CCOC(=O)NC(c1ccc(F)c(F)c1)C(C(=O)CCl)C(=O)OC (stereo not given)	·	23%
-1%	COC(=O)CNC(=O)CCCCC(=O)NCC(=O)OC	-4%	3%
3%	COc1ccc(C(=O)Cc2ccc(F)cc2)c(OC)c1	-12%	2%
4%	CCN(CC)CCC(c1ccc(OC)cc1)c1c(OC)cc(OC)c2c(C)cc(=O)oc12 (stereo not given)	11%	-12%
·	O=Cc1cn(-c2ccccc2)nc1-c1ccccc1	2%	12%
8%[21 µM]	CC(C)CO/N=C1/C[C@@H](O)[C@@H](O)[C@@H]2[C@H]3C(=O)N(c4ccc(F)cc4F)C(=O)[C@@H]3CC[C@H]12	·	5%[12.8 µM]
0%	CC(C)C[C@H](NC(=O)c1nc[nH]c1C(=O)N[C@@H](CCCCN)C(=O)OC(C)(C)C)C(=O)OC(C)(C)C	-10%	·
12%	O=[N+]([O-])c1cc(CN2CCN(c3cccc(C(F)(F)F)c3)CC2)c2cccnc2c1O	?	-11%
-2%	O=C(CCS(=O)(=O)Cc1ccccc1)N1CCN(c2ccccc2)CC1	14%	-5%
-2%	COc1cccc(C(c2nnnn2Cc2ccccc2)N2CCN(C3CCCC3)CC2)c1OC (stereo not given)	8%	-7%
3%[56.1 µM]	O=C(C[C@H]1C[C@H](C(=O)N2CCOCC2)[C@@]2(CCC3CCCC3)c3[nH]c4ccc(Cl)cc4c3CCN2C1=O)NCCCn1ccnc1	-8%	·
-5%	COc1cc(NC(=O)CN2CCCCC2)c(C)cc1[N+](=O)[O-]	0%	3%
2%	CC1(C)CC(NC(=O)c2ccccc2Cl)CC(C)(C)N1	-1%	-1%
·	CNC(=S)N1CCN(c2nc(-c3cccc(OC)c3)cs2)CC1	-19%	-5%
-3%[56.1 µM]	CCc1ccccc1NC(=O)CN1CCN(C(=O)CNC(=O)c2ccc(N3CCCC3=O)cc2)CC1	5%	·
3%	Cc1cccc2cc(CN(Cc3ccccc3)C(=S)NCCCN(C)C)c(=O)[nH]c12	-3%	-12%
·	COC(=O)C1CCN(C(=O)/C=C/c2ccc3c(c2)OCO3)CC1	5%	-12%
11%	CCOc1ccc(C2NC(=S)NC3=C2CCc2ccccc23)cc1 (stereo not given)	0%	?
0%	CC1(c2ccc(Cl)cc2)NC(=O)N(CC(=O)NC2CCCCC2)C1=O (stereo not given)	-4%	·
-2%	NC(=O)CSc1ccc(-c2ccc(F)cc2)nn1	2%	-2%
3%	COC(=O)c1ccc(-c2ccc(/C=N/N3C(=O)C4C5C=CC(C6CC56)C4C3=O)o2)cc1 (stereo not given)	-5%	-9%
9%	CCN(CC(=O)Nc1c(F)cccc1F)C(=O)Cc1ccccc1	26%	-16%
2%	COc1cccc(/C=C/C(=O)Nc2ccc3[nH]c(=O)[nH]c3c2)c1	-17%	8%
-3%	CNC(=S)N(Cc1ccc(OC)cc1)Cc1cc2cc(C)ccc2[nH]c1=O	13%	1%
·	CC1(C)Cc2ccccc2C(COc2ccccc2)=N1	-12%	-13%
0%	O=C(NNC(=O)c1ccccc1Br)c1ccc(Cl)cc1	8%	2%
·	Cc1ccc(-c2cc(C(=O)O)c3ccccc3n2)s1	9%	?
-2%	CC1C(=O)N2CCCc3cc(NC(=O)C(=O)NCCCc4ccccc4)cc1c32 (stereo not given)	7%	-3%
-8%	CCCOc1ccc(C2C(C(=O)OC)=CN(CCOC)C=C2C(=O)OC)cc1	-14%	?

Overlap with the part before: four compounds, then new ones.
TDP1 inh	SMILES	FEN1 inh	N370S GC mod
0%	O=C(NNC(=O)c1ccccc1Br)c1ccc(Cl)cc1	8%	2%
·	Cc1ccc(-c2cc(C(=O)O)c3ccccc3n2)s1	9%	?
-2%	CC1C(=O)N2CCCc3cc(NC(=O)C(=O)NCCCc4ccccc4)cc1c32 (stereo not given)	7%	-3%
-8%	CCCOc1ccc(C2C(C(=O)OC)=CN(CCOC)C=C2C(=O)OC)cc1	-14%	?
4%	CCCCCC(C)n1[nH]c(=O)c2c(C)cc(C)nc21 (stereo not given)	-5%	-20%
-7%	NC(=O)C1CCN(c2ncnc3c2c(-c2ccccc2)cn3-c2ccccc2)CC1	-1%	1%
6%	Cc1cc(SCc2cc(=O)[nH]c3ccccc23)nc2ccccc12	-1%	-11%
7%[12.3 µM]	CC1(OC(=O)CCc2ccccc2)C(=O)C=C2C=C(c3ccc(C#N)cc3)N(CC3CC3)C=C2C1=O (stereo not given)	4%	-1%[12.8 µM]
8%	CC(C)Cc1nc(S(=O)(=O)c2ccc(Cl)cc2)c(N2CCOCC2)o1	0%	-1%
2%	CN(C)CCOC(=O)c1ccc2c(c1)S(=O)(=O)c1ccccc1C2=O	-1%	-20%
1%	CC(C)c1ccc(C(=O)Nc2ccc(-c3nc4ccccc4s3)c(Cl)c2)cc1	1%	·
2%	COc1ccc(N2CCN(C(=O)CSc3nnc(NC(=O)C4CC4)s3)CC2)cc1	4%	12%
2%	CCOc1cc(/C=C2\SC(=NC)N(C)C2=O)c(Br)cc1OC(C)=O	4%	2%
6%	Cc1c(C2=CCN(S(=O)(=O)c3ccc(Cl)cc3)CC2)c2ccccc2n1CC(=O)N1CCCC1	-11%	·
3%	Cc1c(NC(=S)N2CCN(c3ccc(F)cc3)CC2)c(=O)n(-c2ccccc2)n1C	20%	-2%
6%	O=C(CC1C(=O)NCCN1Cc1ccc(F)cc1Cl)NC1CCCCCCC1 (stereo not given)	-1%	-1%
2%	CC(C)c1ccc(C2/C(=C(/O)c3ccccc3)C(=O)C(=O)N2CCCN2CCOCC2)cc1 (stereo not given)	-8%	-13%
-4%	COC(=O)/C=C1/S/C(=N/NC(=O)c2ccccc2C)NC1=O	11%	2%
·	O=C(Cc1ccc(S(=O)(=O)N2CCOCC2)s1)NCCOc1ccccc1	-9%	-1%
-3%	C/C(=N\NC(=O)c1cccc(S(=O)(=O)N2CCCC2)c1)c1ccccc1F	-11%	-19%
0%	O=C(COC(=O)C1CC(=O)N(Cc2ccco2)C1)c1ccc(OC(=O)c2ccco2)cc1 (stereo not given)	?	8%
-3%[56.1 µM]	CN(C)S(=O)(=O)c1cccc(COC(=O)CCNC(=O)c2ccc([N+](=O)[O-])cc2)c1	14%	·
·	O=C(NCCNC(=O)c1ccccc1F)c1ccccn1	-4%	-5%
-2%	CCCCCCn1c(CN2CCCCC2CC)nc2c1c(=O)n(C)c(=O)n2C (stereo not given)	13%	-2%
2%	COc1cccc(CN(CC2CCCO2)S(=O)(=O)c2ccc(-n3cnnn3)c(OC)c2)c1 (stereo not given)	-11%	13%
2%	CN1CCN(C(=O)C2CC(=O)N(c3ccc(Cl)cc3)C2)CC1 (stereo not given)	5%	-2%
·	COc1cccc(-n2c(=S)sc3c(=O)n(-c4ccccc4C)c(SCC(=O)O)nc32)c1	1%	-7%
7%	Cc1nc2ccccn2c1-c1csc(NCc2ccco2)n1	-12%	-2%
-5%	S=C(Nc1cccnc1)Nc1ccccc1Br	2%	2%
1%	Cc1ccc(S(=O)(=O)Nc2nc3ccccc3nc2NCc2ccc3c(c2)OCO3)cc1C	2%	5%
-11%	OC(COC(c1ccccc1)c1ccccc1)CN1CCCCC1 (stereo not given)	1%	-15%
7%	CN(C)C(=O)c1cn(-c2ccccc2)nc1-c1cccc([N+](=O)[O-])c1	-17%	5%
5%	O=C(CSc1nc2ccccc2s1)NC1CCCc2ccccc21 (stereo not given)	-3%	8%
79µM*	CC(=O)c1ccccc1NC(=O)COC(=O)CCC1CCCC1	0%	·

Record cards (already shown).
CN1CCN(C(=O)C2CC(=O)N(c3ccc(Cl)cc3)C2)CC1 (stereo not given) in the list: TDP1 inh: 2%; FEN1 inh: 5%; N370S GC mod: -2%
C/C(=N\NC(=O)c1cccc(S(=O)(=O)N2CCCC2)c1)c1ccccc1F in the list: TDP1 inh: -3%; FEN1 inh: -11%; N370S GC mod: -19%

The main list resumes with the 3 entries that preceded the break.
TDP1 inh	SMILES	FEN1 inh	N370S GC mod
7%	CN(C)C(=O)c1cn(-c2ccccc2)nc1-c1cccc([N+](=O)[O-])c1	-17%	5%
5%	O=C(CSc1nc2ccccc2s1)NC1CCCc2ccccc21 (stereo not given)	-3%	8%
79µM*	CC(=O)c1ccccc1NC(=O)COC(=O)CCC1CCCC1	0%	·
7%	COc1ccc(/C=C2\CN(Cc3ccccc3)C/C(=C\c3ccc(OC)cc3)C2=O)cc1	-10%	2%
-1%	CC(C)Oc1ccc(C(=O)Nc2cc(=O)n(C)c(=O)n2C)cc1	-16%	4%
2%	COc1cc(/C=C/C(=O)N2CCCC2)cc(OC)c1OC	4%	18%
1%	Cc1nc2ccccc2cc1C(=O)N/N=C/c1ccccc1[N+](=O)[O-]	-1%	14%
3%	CCOC(=O)N1CCN(c2ccncc2S(=O)(=O)N2CCCCC2)CC1	1%	-16%
·	COc1ccc(C=C(C#N)C#N)c(CSc2ccccn2)c1	-10%	2%
3%	O=C(CN1CCC(C(=O)c2ccc3c(c2)OCCO3)CC1)Nc1ccccc1C(F)(F)F	-21%	-4%
-13%	CNS(=O)(=O)c1cccc(C(=O)NNC(=O)CN(C)S(=O)(=O)c2ccc(Cl)cc2)c1	2%	-8%
